Abeta yeast res: restores growth of yeast expressing A-beta42 peptide. yeast expressing A-beta42, growth rescue, OD600, 48 h; response scale: 0% DMSO, 100% iron-clioquinol control. Potency, µM (highest dose often 46.1 µM), without a hit: top-dose growth rescue, most hits filed as activators. 410,000 tested, 0.063% active. AID 1347071; further: potency means the concentration at half of the fitted maximal effect; nearly all actives have a fitted effect of over 55% in size
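Growth rescue measured by 600 nm absorbance after 48 h yeast culture at 30 C with compound. Values normalized between DMSO and an equimolar ferric chloride plus clioquinol control.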
TGFb inhibitor: TGF-b pathway inhibition; HepG2 CAGA-GFP TGF-b/SMAD3 reporter, GFP fluorescence, 18 h; TGF-beta stimulated, 500 pg/mL final; Potency, µM (highest dose often 46.1 µM), for inactives: top-dose activity, negative = inhibition, hits mostly inhibitors; 410,000 tested, 1.2% active; further: potency means the concentration at half of the fitted maximal effect; on the % scale 0 is the no-effect control and ±100 the full control effect; nearly all actives have a fitted effect of over 65% in size
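HEPG2 CAGA-GFP reporter cells (1000/well, DMEM with 1% FBS) received compounds, then recombinant TGF-beta at 500 pg/mL final for 18 hours at 37 degrees C. Per-cell GFP summed per well was normalised to unstimulated and stimulated DMSO controls before curve fitting.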
Nrf2 ARE act: activators of Nrf2 (ARE) signaling; AREc32 ARE-luciferase reporter (MCF7-derived line), luminescence, 24 h; Potency, µM (doses to about 46.1 µM), without a hit: at the top dose activation, usual class: activators; 410,000 tested, 0.31% active; further: potency means the concentration at half of the fitted maximal effect; % of control where 0% means no effect; nearly all actives have a fitted effect of over 65% in size
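Quantitative high-throughput format: AREc32 reporter cells, 1000 per well, received compound by pin transfer and were incubated 24 hr at 37 deg C, 5% CO2, before Steady-Glo luminescence detection.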
Akt phos inh: inhibitors of Akt phosphorylation. 360,000 tested, 0.32% active. Neuro2A IGF-stimulated pAkt S473 HTRF, 20 min; hits give low values. activity change, % for hits at 50 µM. AID 651550; in the data active means activity change below about -80%; inconclusive means mostly about -51% to -80%; further: on the % scale 0 is the no-effect control and ±100 the full control effect
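Neuro2A cells in DMEM with 0.5% FBS, overnight at 37 deg C, given compound at single 50 µM final, then IGF (6 nM final) for 20 min at 37 deg C. Lysed; phospho-Akt Ser473 by HTRF after 24 h, 665/615 ratio.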
A549 tox: kills or reduces viability of A549 cells in Nrf2 counter-screen; A549 ARE-Fluc cells, CellTiter-Fluor viability, 18-24 h; Potency, µM (titrated, usually from 46 µM), for the others: top-dose activity change, negative = cytotoxicity, most hits filed as inhibitors; 390,000 tested, 0.16% active; further: potency means the concentration at half of the fitted maximal effect; on the % scale 0 is the no-effect control and ±100 the full control effect
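A549 ARE_Fluc cells in 5% FBS OPTI-MEM were exposed to compounds in concentration-response for 18-24 h at 37 deg C. Viability was read by CellTiter-Fluor fluorescence (Ex 405/Em 525) after 30 min, before the luciferase read.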
CCT chaperon mod: changes cytosolic chaperonin activity; purified chaperonin ATPase assay, HTRF ADP detection, 30 min; activity change, % (concentration not given with the values), hits read low; 360,000 tested, 0.3% active; in the data active means activity change below about -30%; further: on the % scale 0 is the no-effect control and ±100 the full control effect
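First, chaperonin was dispensed at 40 nM or 20 nM final depending on batch activity. Next, compounds were pinned at 76 uM and ATP added at 10 uM. After 30 min at 37 °C, ADP detection reagents ran 30 min at ambient temperature.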
MmCpn inh: blocks the Methanococcus maripaludis chaperonin Mm-Cpn. purified Mm-Cpn ATPase, ADP Transcreener TR-FRET. 330,000 tested, 0.031% active. Potency, µM (top dose mostly 76.9 µM), inactives show at the top dose activity, negative = inhibition, usual class: inhibitors. AID 504842; further: potency means the concentration at half of the fitted maximal effect; on the % scale 0 is the no-effect control and ±100 the full control effect; nearly all actives have a fitted effect of over 80% in size
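ATPase turnover read by TR-FRET ADP competition (Eu cryptate antibody/ADP-d2, 665/590 nm): 10uM ATP final, 25nM Mm-CPN final, 30 min 37degC after 10-min compound preincubation, pH 7.4 Tris/KCl/MgCl2/DTT buffer.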
Nrf2 inh: blocks Nrf2 signaling; 360,000 tested, 2.1% active; AID 504444; A549 ARE-Fluc reporter, luciferase luminescence, 18-24 h; Potency, µM (top dose mostly 46 µM), for the others: at the top dose activity change, negative = inhibition, hits mostly inhibitors; further: potency means the concentration at half of the fitted maximal effect; on the % scale 0 is the no-effect control and ±100 the full control effect; nearly all actives have a fitted effect of over 60% in size
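A549 ARE_Fluc cells (5000/well, 5% FBS OPTI-MEM) pre-incubated 2 h, then treated with compounds 18-24 h at 37C/5% CO2 in concentration-response. CellTiter-Fluor viability read first; BugLite luciferase luminescence after 15 min at room temperature gives Nrf2 activity.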
HepG2 viability: counter-screen for TGF-b inhibitors: cytotoxicity in HepG2 cells; 410,000 tested, 0.76% active; Potency, µM (top dose mostly 46.1 µM), for inactives: at the top dose activity change, negative = cytotoxicity, actives largely listed as cytotoxic; HepG2 CAGA-GFP viability, ATP luminescence, 18 h; further: potency means the concentration at half of the fitted maximal effect; some results filed as inactive show a strong effect at the top dose
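CellTiter-Glo luminescence gave cytotoxicity after 18 hours at 37 degrees C. The cells were HepG2 CAGA-GFP in 1% FBS DMEM, stimulated with 500 pg/mL TGF-beta after compound addition. %Activity was normalised to no-cell wells (complete cell-killing) and DMSO (no toxicity), and curves were fitted and classified.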
An asterisk follows results filed as active; i = inactive; u = inconclusive; x = not tested or not shown; [ ] = dose if it differs, or a comment. Unless noted, the call rests on the fitted dose curve; in most records, active means well fitted curve in the direction sought with a large enough effect; inconclusive means small, poorly fitted or top-dose-only effect, or another doubt; inactive means no such curve, though single readings can be large; an effect the other way counts as inactive or inconclusive.

canonical_smiles	Nrf2 ARE act	MmCpn inh	TGFb inhibitor	Abeta yeast res	Akt phos inh	Nrf2 inh	HepG2 viability	A549 tox	CCT chaperon mod
CN(C(=O)COC(=O)c1ccc(Br)o1)c1c(N)n(Cc2ccccc2)c(=O)[nH]c1=O	0.0%	0%	-8%	20%	i	26%	-5%	10%	-2.3
CC(=O)Nc1ccc(S(=O)(=O)N2CCN(CCN3CCOCC3)CC2)cc1Cl	-1.6%	1%	0%	-1%	i	-9%	55%	9%	2.5
CCOC(=O)c1c(C)[nH]c(C)c1S(=O)(=O)NCCc1cccs1	0.3%	1%	7%	0%	i	-14%	-9%	-4%	0.2
O=C(O)c1nn2cc(CCO)cnc2c1Cl	-0.2%	u	1%	6%	i	-9%	9%	-4%	-1.0
CCCCNC(=O)c1cccc2c(=O)c(C)c(-c3ccccc3)oc12	-0.2%	-20%	-5%	-22%	i	-19%	11%	-1%	-5.4
CS(=O)(=O)c1ccc(Cl)c(NC(=O)COC(=O)CNC(=O)c2ccccc2)c1	0.4%	-1%	-17%	-9%	i	4%	-4%	-10%	-0.9
CC(Sc1nnc(-c2ccccc2)c(-c2ccccc2)n1)C(=O)Nc1ncc(Cl)cc1Cl (centres undefined)	0.2%	-1%	-28%	-19%	i	2%	-7%	9%	-1.1
O=C(CSc1ccc(F)cc1)N1CCN(S(=O)(=O)c2ccccc2)CC1	3.1%	-3%	23%	1%	i	14%	-4%	9%	0.7
CC/C(=N\NC(=O)c1ccc2c(c1)OCO2)c1ccccc1	0.1%	-1%	-3%	8%	i	26%	-13%	-13%	-3.0
CCn1cc(C2=NOC(C(=O)Nc3cc(C)nn3-c3ccccc3)C2)c(C)n1 (centres undefined)	-0.2%	2%	1%	5%	i	u	-33%	13%	0.0
C/C(=N\NC(=O)c1ccccc1-n1cccc1)c1ccccn1	-0.1%	x	14µM*	18%	i	x	-36%	x	-0.6
CCCN1C(C(=O)c2ccccc2)=C(OC(=O)c2ccc(F)cc2)c2ccccc2S1(=O)=O	-1.1%	x	18µM*	9%	x	u	-56%	u	x

Another view of some results above:
Results follow in this order: Nrf2 ARE act	MmCpn inh	TGFb inhibitor	Abeta yeast res	Akt phos inh	Nrf2 inh	HepG2 viability	A549 tox	CCT chaperon mod
- O=C(O)c1nn2cc(CCO)cnc2c1Cl
 : -0.2%	u	1%	6%	i	-9%	9%	-4%	-1.0
- CCCCNC(=O)c1cccc2c(=O)c(C)c(-c3ccccc3)oc12
 : -0.2%	-20%	-5%	-22%	i	-19%	11%	-1%	-5.4

The list goes on.
canonical_smiles	Nrf2 ARE act	MmCpn inh	TGFb inhibitor	Abeta yeast res	Akt phos inh	Nrf2 inh	HepG2 viability	A549 tox	CCT chaperon mod
COC(=O)c1scc(-c2ccc(C)cc2)c1S(=O)(=O)Nc1ccc(F)cc1F	6.5%	x	u	-16%	x	u	-58%	1%	x
O=C(O)c1cc(N/N=C/C(Cl)=C/c2ccccc2)ccc1Cl	3.9%	1%	-1%	-12%	i	u	-5%	-15%	0.3
Cc1cc(C)[n+](-c2ccc(Oc3ccccc3)c(S(=O)(=O)[O-])c2)[nH]1	0.3%	-1%	-11%	7%	i	-6%	13%	-1%	2.6
C/C(=N/NC(=O)c1cccs1)c1c(C)[nH]n(-c2nc3ccccc3s2)c1=O	-1.6%	1%	-27%	-86%[inhibitor]	i	u	1µM*	-13%	2.9
COC1OC(COC(=O)c2ccccc2)C(OC(=O)c2ccccc2)C1OC(=O)c1ccccc1 (centres undefined)	-0.4%	0%	-11%	-60%[inhibitor]	i	-20%	-5%	-5%	0.3
CN(C)c1ccc(CC(=O)N2CCCC(c3cc(C(=O)Nc4ccc(C(C)(C)C)cc4)no3)C2)cc1 (centres undefined)	0.5%[9.22 µM]	x	30%	9%	i	x	-3%	x	1.2
CCCOc1ccc(N2C(=O)CC(N(Cc3ccc(OC)cc3)C(=S)Nc3ccccc3)C2=O)cc1 (centres undefined)	-0.2%	1%	-2%	1%	i	-16%	2%	u	2.7
Nc1c(-c2nc(-c3cccs3)no2)nnn1-c1ccccc1Cl	5.5%	x	7%	-5%	x	u	-7%	1%	x
Cc1c(N=Cc2cccnc2)c(=O)n(-c2ccccc2)n1C	0.0%	-1%	-5%	10%	i	4%	-2%	-6%	0.6
CNc1nc2c(c(=O)n(C)c(=O)n2C)n1Cc1ccccc1	0.7%	2%	0%	-22%	i	7.3µM*	-1%	-16%	1.2
COc1ccc2[nH]c3c(=O)n(N)c(=O)[nH]c3c2c1	3.6%	-3%	1%	-1%	i	11%	18%	-2%	0.9
COc1ccc(C(=O)OCC(=O)Nc2ccc(F)cc2F)cc1OC	2.3%	-3%	17%	2%	i	5%	-10%	0%	-0.9
OC(COc1ccc2cc(Br)ccc2c1)CN1CCCC1 (centres undefined)	8.7%	1%	u	-28%	u	u	-100%	u	-3.8
O=C(COc1ccccc1O)Nc1ccc(Cl)cc1	u	1%	-13%	11%	i	-3%	-14%	-3%	-1.2
O=C(CN1C(=O)NC2(CCCC2)C1=O)OCc1ccccc1	0.3%	1%	-1%	16%	i	1%	-13%	0%	-1.7
Cc1ccc(S(=O)(=O)Nc2nc(C)cc(NN)n2)cc1	2.7%	2%	3%	-14%	i	-26%	-35%	1%	0.9
C=CCNC(=O)C1CCN(S(=O)(=O)CC)CC1	0.4%	1%	-26%	-20%	i	6%	-14%	0%	-0.9
COc1ccccc1Oc1ccc(S(=O)(=O)N2CCN(C)CC2)cc1	0.1%	1%	-6%	-9%	i	-15%	-11%	4%	-0.5
CCn1c(N2CCN(C(=O)c3ccco3)CC2)nc2ccccc21	-0.2%[9.22 µM]	1%	10%	2%	i	u	-1%	-2%	-0.7
Cc1nn(Cc2ccccc2)c(C)c1C(=O)NCCN1C(=O)S/C(=C\c2ccccc2)C1=O	2.9%	0%	-1%	21%	i	-9%	-5%	-2%	0.6
COc1cc(C(=O)N2CCN(S(=O)(=O)c3ccc(C(C)C)cc3)CC2)ccc1OCC(=O)N1CCOCC1	-0.4%	x	-1%	5%	i	2%	-4%	5%	2.5
CC(C)c1ccc(CN2CCC2(C)C(=O)Nc2cnc3ccccc3c2)cc1 (centres undefined)	-0.4%	x	-30%	8%	i	x	-13%	x	-3.7
Cc1ccc(C(=O)N2C3=C(CCCC3)C(=O)NC23CCCCC3)cc1	0.8%	-5%	2%	-20%	i	-25%	2%	-5%	-1.2
COC(=O)c1ccccc1NCC(=O)c1ccc(OC)cc1	4.2%	0%	u	4%	i	25%	-4%	3%	1.2
COC(=O)c1ccccc1NC(=O)CCn1c(=O)c2cccn2c2cccnc21	8.6%	x	-8%	-20%	x	8%	-5%	-2%	x
CC(O)c1nc2ccccc2n1CC(=O)N1CCN(c2ccccc2)CC1 (centres undefined)	-0.3%	0%	7%	3%	i	6%	0%	1%	-0.2
CC1CC(NC2=NCCS2)CC(C)(C)C1 (centres undefined)	-1.0%	0%	0%	1%	i	1%	-10%	10%	-1.4
Cc1cc(Cl)c2oc(C(=O)NCCN3CCOC3=O)c(C)c2c1	0.2%	1%	13%	3%	i	4%	-2%	1%	-1.5
O=C(CSc1ncn[nH]1)NC1CC2CCC1C2 (centres undefined)	-0.5%	1%	1%	1%	i	-8%	-1%	-6%	-7.8
CC1(C)NC(C)(C)/C(=C\c2cccs2)C(=O)C1=O	u	-1%	-6%	-12%	i	u	-18%	2%	-3.2
CC[N+](CC)(CC)C/C=C/CN1CCCCC1	-0.8%	2%	4%	10%	i	-3%	0%	-2%	-0.1
O=C(N/N=C/c1ccc(O)c(Br)c1)c1cc2c(ccc3ccccc32)o1	-0.6%	0%	4%	0%	i	u	-1%	0%	1.8
Cc1ccc(C(=O)OC(C)C(=O)Nc2ccc(S(N)(=O)=O)cc2)cc1S(=O)(=O)N1CCOCC1 (centres undefined)	-0.1%	-2%	-12%	3%	i	u	3%	2%	0.9
COCCn1nnnc1C(c1ccccc1)N1CCN(Cc2ccc3c(c2)OCO3)CC1 (centres undefined)	0.2%	-2%	6%	-5%	i	-6%	13%	-2%	-0.6
CCCCCN(C(=O)CCC(=O)OCCOc1ccccc1)c1c(N)n(CCCC)c(=O)[nH]c1=O	0.0%	1%	-6%	1%	i	-8%	-3%	-3%	-1.1
CCc1ccc2[nH]c(O)c(N=NC3=NC(=O)CS3)c2c1	-0.8%	-6%	u	-3%	i	6%	-21%	-5%	-4.3
O=C(Oc1ccc2ccc(=O)oc2c1)c1ccccc1	-0.6%	u	18%	13%	i	9%	-6%	-5%	-1.4
Cc1ccc(Cl)cc1NC(=O)Nc1cn(CC(C)C)c(=O)c2ccccc12	5.9%	x	153%[activator]	-7%	x	9%[9.27 µM]	9%	1%	x
